# SUMO1 PPI mod = alters human SUMO1 binding to SIM partners; AID 602429; actives 0.33% (n = 360,000); P63165; SUMO1 binding to a labelled peptide, TR-FRET, 1 h; inhibition, % at 20 µM; in the data active = inhibition above about 37%
# Target sequence (P63165 whole entry, looked up): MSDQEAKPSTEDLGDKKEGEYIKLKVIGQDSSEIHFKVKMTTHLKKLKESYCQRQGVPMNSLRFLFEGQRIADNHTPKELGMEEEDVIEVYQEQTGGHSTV
# NadD inh = blocks S. aureus nicotinate mononucleotide adenylyltransferase; inhibition, % at 20 µM; purified NadD enzyme, colorimetric absorbance read-out; actives 0.78% (n = 360,000); in the data active = inhibition above about 26%; note: some compounds past the cut are filed as inactive
# Rpn11 block = inhibitors of human proteasome Rpn11. actives 0.59% (n = 360,000). calls only at 20 µM. O00487. human 26S proteasome, Ub4-pepOG fluorescence polarization; 20S core pre-blocked with epoxomicin;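 active = inhibition at 20 µM, scaled to each plate's controls, above about 33%, limit read from the data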
# Target sequence (O00487 whole entry, looked up): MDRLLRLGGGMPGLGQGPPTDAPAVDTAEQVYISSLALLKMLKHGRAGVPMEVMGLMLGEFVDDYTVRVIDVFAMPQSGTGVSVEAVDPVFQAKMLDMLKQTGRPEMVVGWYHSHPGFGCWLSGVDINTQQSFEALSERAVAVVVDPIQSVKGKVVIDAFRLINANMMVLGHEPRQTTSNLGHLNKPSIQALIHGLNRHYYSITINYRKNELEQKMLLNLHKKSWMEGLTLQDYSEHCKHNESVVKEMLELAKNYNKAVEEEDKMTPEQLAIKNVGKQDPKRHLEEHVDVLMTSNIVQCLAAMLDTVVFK
# STEP block = STEP (human) phosphatase inhibition; AID 588621; recombinant STEP, OMFP fluorogenic substrate, fluorescence; inhibition, % at 20 µM; P54829; actives 0.25% (n = 360,000);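 active = inhibition at 20 µM, scaled per plate between control wells, above about 37%, limit read from the data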;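 note: 0% = DMSO with enzyme and substrate and 100% = substrate only without enzyme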
#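 Also added – OMFP at 25 µM · Test system – STEP tyrosine phosphatase · Technique – FITC-channel fluorescence of OMFP product · Schedule – 20 min at room temperature, dark · Evaluation – control-normalized % inhibition with plate pattern correction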
# Tb MetRS inh = blocks T. brucei methionyl-tRNA synthetase activity; purified T. brucei MetRS, ATP depletion, Kinase-Glo luminescence; inhibition, % at 11.9 µM; actives 0.4% (n = 360,000); AID 624268;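 active = inhibition above a per-plate cutoff of the control wells' mean inhibition plus 3 SD, cut at about 5.5% in these data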;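 note: 0% = DMSO wells median and 100% = median of wells with control inhibitor compound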
#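 System: purified T. brucei MetRS enzyme / Detection: Kinase-Glo luciferase luminescence reporting remaining unconsumed ATP / Medium: HEPES buffer with MgCl2, KCl, DTT, spermine, BSA, pyrophosphatase / Replication: singlicate, one well per compound / Evaluation: percent inhibition relative to median high and low control wells / Schedule: 2 h aminoacylation at 25 °C after 15 min preincubation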
# CSN inh = inhibitors of human CSN-mediated cullin deneddylation; Purified CSN, SCF-Nedd8-OG deneddylation, fluorescence polarization; inhibition, % at 12.5 µM; actives 0.38% (n = 360,000); AID 651999;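 active = pattern-corrected inhibition above about 35%, with an unprinted fluorescence ratio check between 0.5 and 1.5, limit read from the data, passing the limit was not always enough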;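 note: 0% = enzyme with substrate and 100% = substrate without enzyme; some results filed as inactive read as strong as hits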
#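 Material: human Csn5 produced in HEK293T cells; Input: enzyme 0.24 nM; Reagent: SCFSkp2-Nedd8OG substrate at 10 nM final; Dosing: 12.5 µM compound; Incubation: 90 min reaction at room temperature; Detection: fluorescence polarization of the substrate; Evaluation: % inhibition of substrate cleavage by Csn5; Control set: substrate-only high control, full reaction low control.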
# LMPTP inh = blocks human LMPTP phosphatase. P24666. recombinant LMPTP-A, OMFP fluorogenic substrate, fluorescence intensity. inhibition, % at 20 µM. actives 0.22% (n = 360,000);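 active = compounds that cut the enzyme signal by at least half of the control window in the single-dose screen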;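 note: plate controls were DMSO wells with enzyme plus substrate for no effect and substrate without enzyme for full effect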
#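 Test system – LMPTP-A enzyme · Amount – LMPTP-A at 0.625 nM final in the reaction · Buffer or medium – Bis-Tris pH 6.0, DTT, detergent · Reagent – OMFP 400 µM · Doses – single 20 µM dose · Schedule – reaction 50 min, room temperature, dark · Detection – fluorescence intensity of OMFP turnover product · Evaluation – percent inhibition versus substrate-only and uninhibited controls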
# PABP1 MLLE inh = blocks PAM2 peptide binding to the PABP1 MLLE domain; P11940; GST-MLLE / FITC-PAM2 fluorescence polarization; inhibition, % at 20 µM; actives 0.36% (n = 360,000); in the data active = inhibition above about 35%, passing the limit was not always enough;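 note: plate controls were DMSO wells with GST-MLLE for no effect and wells lacking GST-MLLE protein for full effect; some results filed as inactive read as strong as hits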
# Target sequence (P11940 whole entry, looked up, the tested form may be a part): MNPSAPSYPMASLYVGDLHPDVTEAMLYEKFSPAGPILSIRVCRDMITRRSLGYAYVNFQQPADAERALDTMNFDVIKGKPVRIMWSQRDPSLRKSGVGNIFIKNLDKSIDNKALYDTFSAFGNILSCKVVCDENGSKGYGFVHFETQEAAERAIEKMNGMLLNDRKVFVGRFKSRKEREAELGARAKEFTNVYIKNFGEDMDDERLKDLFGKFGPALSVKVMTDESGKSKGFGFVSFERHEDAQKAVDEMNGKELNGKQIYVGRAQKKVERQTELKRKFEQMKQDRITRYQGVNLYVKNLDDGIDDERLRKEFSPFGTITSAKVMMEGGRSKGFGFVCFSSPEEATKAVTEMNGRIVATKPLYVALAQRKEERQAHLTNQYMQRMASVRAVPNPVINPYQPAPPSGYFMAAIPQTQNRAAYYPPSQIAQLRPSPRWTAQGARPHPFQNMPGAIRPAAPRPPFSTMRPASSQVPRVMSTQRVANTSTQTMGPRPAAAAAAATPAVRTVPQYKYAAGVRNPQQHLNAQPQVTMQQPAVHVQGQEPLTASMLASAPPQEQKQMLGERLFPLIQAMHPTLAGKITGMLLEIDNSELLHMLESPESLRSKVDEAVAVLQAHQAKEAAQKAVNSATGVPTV
# Scp1 inh = blocks human Scp-1 phosphatase activity; Q9GZU7; Recombinant Scp1, phosphopeptide, malachite green phosphate absorbance; inhibition, % at 20 µM; actives 0.88% (n = 340,000); AID 493091;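 active = inhibition above about 50% at 20 µM, limit read from the data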;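 note: plate controls were DMSO wells with enzyme for no effect and wells lacking enzyme for full effect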
#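 Test system – truncated SCP-1 phosphatase (76-261aa) · Reagent – Phosphorylated 17-residue peptide substrate · Incubation – 45 min room-temperature reaction, 5 min colour, 30 min stabiliser · Detection – colorimetric phosphate reagent with accelerator and stabiliser, absorbance at 630 nm · Measure – % inhibition at 20 µM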
# DNMT1 block = inhibitors of human DNMT1. inhibition (reported as % activation of signal), % at 10 µM. DNMT1 molecular beacon, Hinp1I cleavage, fluorescence. actives 0.83% (n = 360,000); in the data active = inhibition above about 50%
# * = called active by the depositor; i = inactive; . = no result given.
SMILES,SUMO1 PPI mod,NadD inh,Rpn11 block,STEP block,Tb MetRS inh,CSN inh,LMPTP inh,PABP1 MLLE inh,Scp1 inh,DNMT1 block
COc1ccc(N(CC(=O)NCc2ccc(Cl)cc2)S(=O)(=O)c2ccccc2[N+](=O)[O-])c(OC)c1,-1.5,-7.2,i,0.0,0.2,3.3,3.3,-2.4,-10.7,-4.0
CCc1cc2c(SCC(=O)Nc3ncc(Cl)c(C)c3Cl)ncnc2s1,2.0,-1.8,i,2.9,-0.4,5.3,0.9,-1.1,-1.8,-3.5
OC(c1ccccc1)c1ncc(-c2ccc(C(F)(F)F)cc2)[nH]1 (stereo not given),5.2,-3.5,i,1.9,-0.1,-1.0,0.1,16.9,.,-4.1
CC(Sc1nc2ccccc2n1C)C(=O)NC(c1ccccc1)c1ccccc1 (stereo not given),-0.1,-0.9,i,2.3,-0.4,2.6,-0.3,-5.1,-1.3,-0.9
Cn1c2ccccc2c(=O)c2ccc(NCCc3cccs3)cc21,15.4,35.7*,i,-0.5,0.7,-40.6,14.0,146.3,13.6,27.2
CCOC(=O)C1=C(N)Oc2c(oc(CO)cc2=O)C1c1ccc(F)c(F)c1 (stereo not given),-5.8,-6.0,i,-5.2,0.0,2.0,2.9,-3.9,-0.7,0.9
O=C(NC1=NCCS1)c1ccccc1F,-0.4,-6.2,i,-0.7,-0.6,0.7,-1.6,6.3,-3.5,0.7
COc1ccc2c(c1)cc1c(=O)n(CC(=O)NCCCN3CCOCC3)nc(C)n12,-16.0,-3.5,i,-0.2,-0.4,3.7,-4.4,-6.7,-6.8,3.9
COc1cccc(OCCCN2CCCCCC2)c1,7.6,3.4,i,-2.2,-0.6,-3.3,-0.4,-9.4,-8.0,0.1
CCCn1nnc(NC(=O)COc2cc(C)ccc2C(C)C)n1,-3.3,-3.3,i,-1.7,-0.3,-2.5,-0.7,-1.1,-2.7,0.8
Cc1ccc(-c2ccc(C(=O)O)c(C)n2)cc1,1.8,2.0,i,-3.0,0.1,-8.7,-2.4,12.3,-9.1,-2.0
Cn1nnnc1SCCNC(=O)C1CCC(=O)N(Cc2ccc(Cl)cc2)C1 (stereo not given),6.3,-1.9,i,-0.8,0.3,-4.5,0.5,2.2,1.7,4.1
CCN(CC)C(=O)CSc1nnc(-c2c[nH]c3ccccc23)o1,3.5,-7.8,i,1.1,0.4,-3.5,-1.0,0.1,-2.0,-3.3
CCOC(=O)Cc1csc(SCC(=O)Nc2cccc(Cl)c2)n1,-3.3,0.2,i,0.1,-0.9,-1.2,-1.0,3.0,-10.7,-6.6
CCC(=O)N1CCN(c2ccc(Cl)cc2NC(=O)Cc2ccc(Cl)cc2)CC1,-0.6,3.4,i,-1.6,-0.7,-3.9,1.0,-1.4,-8.4,-4.3
CC(NC(=O)COC(=O)c1cc(Cl)nc(Cl)c1)c1ccccc1 (stereo not given),-1.8,-4.7,i,1.3,-0.4,-1.5,-1.1,6.2,-10.7,0.4
CCc1ccccc1NC(=O)CN(C)C(=O)CN1C(=O)NC2(CCCCCC2)C1=O,1.6,5.1,i,-0.5,-0.8,7.5,1.4,-27.9,0.2,-1.1
Cc1ccc(C(=O)NCCc2nnc3ccc(SCC(=O)NCc4ccc(F)cc4)nn23)cc1,0.8,-2.9,i,0.1,0.6,0.2,-0.8,9.8,4.0,-1.7
CCOc1ccc(CNCc2cccnc2)cc1,5.7,3.6,i,-3.0,-1.6,4.4,-2.7,-17.2,1.6,0.9
Cc1cc(C)cc(N(C(=O)Cc2cccs2)C(C(=O)NC2CCCC2)c2ccc(C)o2)c1 (stereo not given),-5.2,-6.7,i,-1.1,-0.6,4.4,-0.2,-3.0,-0.4,-2.5

# A few values from above.
# `CCOC(=O)C1=C(N)Oc2c(oc(CO)cc2=O)C1c1ccc(F)c(F)c1` (stereo not given) in DNMT1 block = 0.9
# `COc1ccc(N(CC(=O)NCc2ccc(Cl)cc2)S(=O)(=O)c2ccccc2[N+](=O)[O-])c(OC)c1` in CSN inh = 3.3
# `CCN(CC)C(=O)CSc1nnc(-c2c[nH]c3ccccc23)o1` in NadD inh = -7.8

# Other structures follow.
SMILES,SUMO1 PPI mod,NadD inh,Rpn11 block,STEP block,Tb MetRS inh,CSN inh,LMPTP inh,PABP1 MLLE inh,Scp1 inh,DNMT1 block
CCOC(=O)c1c(C)[nH]c(C(=O)N(C)CC(=O)Nc2ccc(OCC)c(OCC)c2)c1C,-3.0,1.2,i,-2.6,-0.3,-2.3,0.5,14.8,.,-2.0
COc1ccc([C@H]2[C@@H]3C=CCC[C@@]3(C)C(=O)N2Cc2ccccc2)cc1Cl,2.3,4.9,i,-1.0,-0.1,3.0,5.2,1.3,-5.6,4.6
CS(=O)(=O)N(CC(=O)N1CCN(c2cccc(Cl)c2)CC1)c1ccccc1,-0.7,0.9,i,-1.7,-0.5,-4.0,-0.7,11.7,-5.2,3.8
O=C(c1ccc(C23CC4CC(CC(C4)C2)C3)o1)N1CCOCC1,-0.8,-1.9,i,4.3,0.2,5.1,-1.3,-6.1,-7.7,0.2
CCn1cc(/C=N\NC(=O)Cc2ccc([N+](=O)[O-])cc2)c(C)n1,-14.6,-1.3,i,1.7,0.1,0.8,-2.2,5.0,-4.4,1.8
CCc1nc2ccc(C(=O)NCCCN3CCN(c4ccccc4F)CC3)cc2nc1CC,-8.2,-7.3,i,-3.3,-1.0,-1.2,-1.0,1.5,-1.6,0.2
C[C@H]1CN([C@@H](C)CO)C(=O)c2cc(Br)cnc2O[C@H]1CN(C)S(=O)(=O)c1ccccc1F,-2.4,0.2,i,1.0,-2.0,-0.9,-1.4,10.6,.,6.5
CCn1cc(C(=O)NCc2ccco2)c(=O)c2cc(S(=O)(=O)N3CCCCCC3)ccc21,4.0,-2.6,i,3.2,0.0,1.1,0.8,-2.2,-4.6,-3.5
COc1cccc(/C=N/NC(=O)c2cc3c(OC)cccc3[nH]2)c1OC,-2.3,2.0,i,0.7,0.0,-12.2,0.3,1.8,12.6,-8.7
CC1=C(C(=O)N(C(C)C)C(C)C)CC(CC(=O)NC2CCCC2)C(=O)N1CCCN1CCCC1=O (stereo not given),4.2,-8.9,i,-0.8,-1.1,-4.2,-0.6,7.0,.,12.6
Cc1cc(NC(=O)COC(=O)c2c(Cl)cccc2Cl)no1,-0.2,0.8,i,-3.2,-0.4,-4.4,-0.5,2.4,-7.3,2.5
O=[N+]([O-])c1ccc(COc2cccc3cccnc23)cc1,-32.7,0.3,i,1.3,1.6,-1.9,1.1,-8.9,-18.6,-3.5
ONC(=Nc1ccc(Cl)cc1)c1ccccc1,1.2,-2.7,i,-1.4,-0.1,-3.6,-0.5,6.2,-1.8,-2.5
COCCn1c(SCc2nc3cc(OC)c(OC)cc3c(=O)[nH]2)nnc1-c1ccncc1,3.4,-0.3,i,9.9,0.4,-2.0,1.3,-30.8,9.1,3.1
CN(C)S(=O)(=O)c1cccc(C(=O)NC(=S)N(CCC#N)Cc2cccnc2)c1,1.8,0.7,i,-0.6,-1.1,0.2,-1.1,-66.0,26.4,0.2
CNC(=O)c1sc(Nc2cc(C)ccc2C)nc1C,2.6,-0.3,i,-1.3,-0.7,-10.1,-0.1,-7.0,-2.2,-1.4
O=C(NNc1nc2ccccc2s1)c1ccc(F)cc1,-1.5,-5.3,i,2.6,-0.1,-6.2,-2.8,-98.6,-4.9,-0.7
COc1ccc(NC(=O)CSc2nnc(-c3ccco3)c(-c3ccco3)n2)cc1OC,-12.4,-0.9,i,-2.2,-1.3,1.1,1.4,-1.9,12.2,-4.4
O=C(CCc1nnc2n(Cc3ccccc3)c(=O)c3ccccc3n12)NCCCN1CCCCC1,5.1,-3.9,i,-2.7,0.0,-7.8,0.0,-3.7,-11.2,0.0
COC(=O)[C@@]12C[C@@H](CC(=O)NCc3cccs3)C(=O)N(Cc3ccco3)C1=CCC(C)(C)C2,-5.8,.,.,.,0.5,-0.7,0.9,.,.,.
CCOc1ccc(S(=O)(=O)N2CCCCC2)cc1NC(=O)c1c(CC)noc1C,-3.4,-4.6,i,1.1,-0.4,-1.1,0.0,-9.9,-3.8,-2.4
CCCCCNCC(=O)Nc1cc(C(F)(F)F)ccc1OCCOC,1.3,9.6,i,-2.4,-0.4,-4.8,-3.2,4.5,-3.6,1.0
O=C(CN1CCOCC1)NNc1c2ccccc2nc2ccccc12,-21.0,-5.2,i,-0.1,0.3,-1.2,0.8,-3.5,-4.3,2.3
Cc1c(Cl)c([N+](=O)[O-])nn1CC(=O)N1CCCc2ccccc21,-11.4,-4.0,i,-0.3,-0.3,0.7,-1.6,6.3,-9.7,-2.6
O=c1ccnc(SCCc2ccc([N+](=O)[O-])cc2)[nH]1,-12.2,-3.1,i,-1.2,0.0,-4.6,0.7,-6.0,-13.3,-2.0
COc1ccccc1NC(=O)C1CCCN(S(=O)(=O)c2ccc(-n3cnnn3)cc2)C1 (stereo not given),-1.9,-3.7,i,-1.9,-0.7,6.8,0.1,7.2,-0.8,-0.5
CC1COC(=C2C(=O)OCC2C)C1 (stereo not given),-2.1,-2.9,i,2.7,-0.3,-2.8,-1.0,-1.3,.,-1.0
CCOC(=S)SCC(=O)Nc1nccs1,0.6,3.0,i,3.5,-0.4,3.4,-1.7,39.1,-11.7,8.5
CCOc1ccc(NC(=O)C2CCCN(c3cnccn3)C2)cc1 (stereo not given),-6.7,-5.6,i,1.1,-0.1,0.0,-0.8,7.2,0.6,2.0
Cc1cc(S(=O)(=O)NC2CCCC2)ccc1-n1cnnn1,-5.1,-1.3,i,2.6,-0.2,-2.3,-2.3,-1.7,-4.9,0.1
Cc1c(C)c2c(OCC(=O)Nc3ccc(CCO)cc3)cc3c(c2oc1=O)CCC(C)(C)O3,-5.5,-8.3,i,3.1,-2.2,1.1,-0.3,-0.9,-6.7,-2.9
CN(C)S(=O)(=O)c1cccc(NC(=O)CCCc2nc3ccccc3c(=O)[nH]2)c1,1.7,-4.6,i,-2.6,-0.2,-0.2,-1.9,-17.5,1.6,3.4
Cc1cc(C)cc(-n2c(C)cc(/C=N/NC(=O)CN(c3c(C)cccc3C)S(C)(=O)=O)c2C)c1,1.6,18.0,i,-5.4,-1.7,3.4,0.6,-19.7,-3.1,-17.4
